Assay outcomes as filed in PubChem BioAssay.
RBBP9 inh = blocks human serine hydrolase RBBP9. O75884. recombinant RBBP9, FP-Rh probe fluorescence polarization. inhibition, % at 7.94 µM. 220,000 compounds, 0.2% hits;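 active = inhibition above the campaign mean of all tested compounds plus 3 SD, cut at about 14% in these data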;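 note: plate controls were DMSO wells with RBBP9 for no effect and wells lacking RBBP9 protein for full effect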
Target sequence (O75884 whole entry, looked up): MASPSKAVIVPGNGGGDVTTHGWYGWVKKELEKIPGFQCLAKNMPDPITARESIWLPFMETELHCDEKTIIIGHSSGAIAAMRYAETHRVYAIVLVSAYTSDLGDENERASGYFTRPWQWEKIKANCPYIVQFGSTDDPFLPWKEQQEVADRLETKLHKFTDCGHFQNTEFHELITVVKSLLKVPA
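Measured by – fluorescence polarization · Test system – RBBP9 protein · Input – 2.5 µM RBBP9 dispensing solution, before mixing · Measure – percent inhibition from mP, scaled between DMSO and no-protein wells · Benchmarks – DMSO-treated enzyme wells and wells lacking RBBP9 · Times – preincubation 30 min plus labeling 45 min at 25 °C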
EBV gp42 block = EBV gp42 inhibition. 220,000 compounds, 0.42% hits. inhibition, % (tested at 21.74 µM). Fluorescence polarization binding assay, mP read-out. AID 1085; in the data active = inhibition above about 50%
Target sequence (Q1HVG2 whole entry, looked up): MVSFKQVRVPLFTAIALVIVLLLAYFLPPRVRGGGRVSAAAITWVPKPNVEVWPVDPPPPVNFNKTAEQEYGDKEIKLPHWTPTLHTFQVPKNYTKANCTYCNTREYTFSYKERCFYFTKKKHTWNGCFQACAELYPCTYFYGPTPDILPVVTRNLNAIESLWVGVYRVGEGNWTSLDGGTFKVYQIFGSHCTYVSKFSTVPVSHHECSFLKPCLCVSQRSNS
Tb hexokinase = T. brucei hexokinase 1 inhibition | recombinant TbHK1, G6PDH-coupled NADH A340 | inhibition, % at 10 µM | 220,000 compounds, 0.11% hits;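 active = inhibition of 50% or more in the single-dose primary screen; inactive = inhibition below 50%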
Runt-SMMHC FRET = blocks binding of human RUNX1 Runt domain to CBFb-SMMHC | Cerulean-Runt/Venus-CBFb-SMMHC FRET ratio 530/480, 1 h | inhibition, % at 20 µM | 220,000 compounds, 0.74% hits;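 active = mean inhibition across duplicate retests at 20 µM reaching about 50%, limit read from the data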;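 note: 0% = DMSO wells and 100% = wells with excess untagged CBFb-SMMHC; inhibitors lower the FRET ratio by blocking Runt binding to CBFb-SMMHC; some results filed as inactive read as strong as hits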
Target sequence (Q01196 whole entry, looked up, the tested form may be a part): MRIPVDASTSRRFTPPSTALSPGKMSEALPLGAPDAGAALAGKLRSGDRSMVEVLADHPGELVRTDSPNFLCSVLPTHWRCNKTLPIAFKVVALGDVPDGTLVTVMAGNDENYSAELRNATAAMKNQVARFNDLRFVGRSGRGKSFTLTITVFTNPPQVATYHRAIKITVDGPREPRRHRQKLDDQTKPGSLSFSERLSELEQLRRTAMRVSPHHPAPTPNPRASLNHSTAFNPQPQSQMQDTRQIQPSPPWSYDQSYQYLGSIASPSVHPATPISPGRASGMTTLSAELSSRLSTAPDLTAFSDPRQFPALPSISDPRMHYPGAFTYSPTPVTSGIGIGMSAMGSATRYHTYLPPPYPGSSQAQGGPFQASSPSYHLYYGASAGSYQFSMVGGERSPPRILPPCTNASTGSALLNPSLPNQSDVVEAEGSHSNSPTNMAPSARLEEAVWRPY
Target sequence (Q13951 whole entry, looked up, the tested form may be a part): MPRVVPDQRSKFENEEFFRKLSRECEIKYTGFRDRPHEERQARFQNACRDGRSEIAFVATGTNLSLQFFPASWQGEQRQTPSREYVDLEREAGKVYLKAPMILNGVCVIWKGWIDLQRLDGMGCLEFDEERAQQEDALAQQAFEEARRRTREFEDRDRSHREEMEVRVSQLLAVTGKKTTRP
Furin inh = inhibitors of human furin; 220,000 compounds, 0.061% hits; inhibition, % at 30 µM; P09958; purified furin, fluorogenic substrate cleavage; AID 463115; in the data active = inhibition above about 25%; note: inactives centre near -15
Calpain2 inh = calpain II (pig) inhibition; inhibition, % at 16 µM; AID 1236; 220,000 compounds, 0.37% hits; purified calpain II, fluorogenic peptide substrate, 30 min;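 active = inhibition above about 50%, limit read from the data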
Runt-CBFb FRET = inhibitors of human RUNX1 Runt domain binding to CBFb | Cerulean-Runt/Venus-CBFb FRET ratio 530/480, 1 h | 220,000 compounds, 0.46% hits | inhibition, % at 20 µM;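 active = inhibition over about 50% at 20 µM in the single-dose screen, limit read from the data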;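 note: 0% = DMSO wells and 100% = excess unlabeled CBFb competitor control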
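Assay system: Cerulean-tagged RUNX1 Runt domain (FRET donor) fusion protein / Amount: 100 nM each of Venus-CBFb and Cerulean-Runt domain / Medium: Tris buffer pH 7.5 with salts and BSA / Also added: Venus-CBFb 100 nM / Schedule: 1 h complex formation plus 1 h compound treatment, room temperature / Signal: FRET fluorescence / Read-out: loss of energy transfer signal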
p97 ATPase inh = blocks human p97 ATPase activity. P55072. inhibition, % at 8 µM. 220,000 compounds, 0.42% hits. recombinant p97 ATPase, Kinase-Glo ATP luminescence, 3 h; in the data active = inhibition above about 15%;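 note: 0% = DMSO vehicle and 100% = wells lacking enzyme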
p47phox inh = p47phox (human) inhibition | 220,000 compounds, 0.53% hits | p47phox/p22phox peptide binding, fluorescence polarization, 2 h | P14598 | inhibition, % at 24.7 µM;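 active = inhibition above about 30%, limit read from the data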;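 note: 0% = p47phox with labelled peptide and 100% = labelled peptide alone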
An asterisk follows results filed as active; [ ] = dose if it differs, or a comment.

SMILES	RBBP9 inh	EBV gp42 block	Tb hexokinase	Runt-SMMHC FRET	Furin inh	Calpain2 inh	Runt-CBFb FRET	p97 ATPase inh	p47phox inh
Cc1cc(C(C)(C)C)cc(C)c1Cn1c2[n+](c3ccc(C(F)(F)F)cc31)CCCCC2	0	-45	15	2	-10	-25	-10	0	-10
O=C(COc1ccc(Cl)cc1)NCc1nnc(SCC(=O)Nc2ccc(F)cc2F)o1	-2	-3	4	-2	-18	-8	-3	2	-6
NS(=O)(=O)c1ccc(CCNC2CC(=O)N(CCc3ccccc3)C2=O)cc1 (centres undefined)	-5	-4	2	0	-23	-10	0	-1	-1
O=C(Nc1ccccc1Cc1ccccc1)C1CC(=O)N(c2ccc3c(c2)OCCO3)C1 (centres undefined)	-9	-17	-8	1	-9[20 µM]	-9	-5	1	-35
COC(=O)c1ccc(-n2cnc(Cl)n2)c(F)c1	-1	14	-5	0	-20[20 µM]	12	2	2	-2
Nc1c(C(=O)OCC(=O)Nc2ccc(Cl)cc2[N+](=O)[O-])[nH]c(=O)[nH]c1=O	-2	-7	-29	3	-21	-34	-1	4	-6
CCCOc1ccc(N2C(=O)CC(N3CCC(C(=O)OCC)CC3)C2=O)cc1 (centres undefined)	-3	-11	1	1	-10	21	-1	-3	2
O=C(Nc1ccc(F)cc1F)c1ccc(-n2cccn2)c([N+](=O)[O-])c1	0	-8	-7	-2	-20	15	2	0	-15
O=C(CCc1nc2ccccc2s1)Nc1cccnc1	-7	-3	0	-7	-15	-50	1	5	-11
COc1ccc(-c2cc(=O)c3cc(C)ccc3[nH]2)cc1	-10	-27	-6	-2	-41	-42	0	5	-1
Cc1cc(OCc2cccc(Cl)c2)c(C)cc1CN1CCOCC1	-4	-8	-9	-5	-17	22	-3	3	5
O=C1CC(N(O)c2ccccc2)C(=O)N1c1ccc(Cl)c(Cl)c1 (centres undefined)	8	-7	-3	2	-24	-29	0	5	-26
COC(=O)C1CCN(c2cc(=O)n(-c3ccccc3Cl)c(=O)[nH]2)CC1	-4	-2	-1	-7	-9	-9	1	5	-3
COc1ccc(/C=N/NC(=O)COc2ccc3ccccc3c2)c(C(=O)O)c1OC	1	2	-6	-3	-14	19	0	-4	-9
Cn1cccc1/C=N/N1CCN(Cc2ccc(Cl)cc2)CC1	-2	-10	-11	2	-19	-6	10	0	-20
Clc1ccc(-c2nc3ncccn3c2Nc2ccc3c(c2)OCO3)cc1	1	-13	-9	13	-3[20 µM]	-8	3	-3	-5
O=C(CCC(=O)c1ccccc1)NCCc1c[nH]c2ccccc12	-9	-3	-3	3	-19	12	-2	2	-3
Cc1cccc(OCCn2c(=O)n(C)c3ccccc32)c1	-4	-9	-2	-8	-27	8	1	-4	-4
CCN(CC)C(=O)N1CCC(NC(=O)Cc2ccccc2)CC1	-5	-22	5	-1	-6	1	1	7	-9
O=C(Nc1cccc(C(F)(F)F)c1)c1cc(Br)cc2c1OCC2	-5	-15	-6	-4	-9	0	1	5	-5
CS(=O)(=O)N(CC(=O)N1CCN(c2ccccc2)CC1)c1ccc(Cl)c(C(F)(F)F)c1	0	19	-5	2	-14[20 µM]	2	-1	-4	-21
CC1CCCC(n2c(=S)[nH]c3ccccc3c2=O)C1C (centres undefined)	-12	-4	1	-4	-19[20 µM]	-2	-2	-3	-12
CCOC(=O)CSC1=NN2CCS(=O)(=O)N=C2S1	-6	-6	7	0	-16	24	0	3	-3
CC(C)CC(=O)N1CCN(S(=O)(=O)c2ccc3ccccc3c2)CC1	-3	-11	-3	2	-20[20 µM]	18	1	3	-16

Rewritten with two lines to a compound: three of the compounds above
Values run as follows: RBBP9 inh, EBV gp42 block, Tb hexokinase, Runt-SMMHC FRET, Furin inh, Calpain2 inh, Runt-CBFb FRET, p97 ATPase inh, p47phox inh
CCN(CC)C(=O)N1CCC(NC(=O)Cc2ccccc2)CC1
  -5, -22, 5, -1, -6, 1, 1, 7, -9
CC(C)CC(=O)N1CCN(S(=O)(=O)c2ccc3ccccc3c2)CC1
  -3, -11, -3, 2, -20[20 µM], 18, 1, 3, -16
O=C(CCC(=O)c1ccccc1)NCCc1c[nH]c2ccccc12
  -9, -3, -3, 3, -19, 12, -2, 2, -3

(next part)
SMILES	RBBP9 inh	EBV gp42 block	Tb hexokinase	Runt-SMMHC FRET	Furin inh	Calpain2 inh	Runt-CBFb FRET	p97 ATPase inh	p47phox inh
COc1ccc(-c2nc(NC(=O)Cn3cnnn3)sc2C)cc1	-8	-10	-1	-6	-24	-12	1	2	-6
O=C(O)c1ccc2noc(-c3ccccc3)c2c1	1	3	-20	-2	-11[20 µM]	22	4	6	4
Cc1cccc(CN2CCN(CC(=O)NCc3cccs3)C2=O)c1	-4	-9	0	-3	-12[20 µM]	-1	-4	3	-30
Cc1cc(C)cc(NC(=O)COC(=O)CN=C2NS(=O)(=O)c3ccccc32)c1	2	-4	-4	0	-13	-19	-1	-5	2
CCC1CCC(c2nnc(-c3ccc(Br)cc3)o2)CC1 (centres undefined)	-9	6	34	-1	-9	4	-2	-4	-6
COc1ccc(/C=N/NC(=O)c2[nH]c(C)c(C(=O)N/N=C/c3ccc(OC)cc3)c2C)cc1	-9	10	-26	0	-13	7	-3	-2	-35
O=C(Nc1cc(N2CCOCC2)ncn1)NC1(C(F)(F)F)Oc2ccc(Cl)cc2O1 (centres undefined)	1	-4	2	10	-14	-9	10	2	0
Cc1ccc2c(c1)OC(=O)CC2c1ccccc1 (centres undefined)	-6	-10	2	-2	-15[20 µM]	23	-2	-3	-6
Cc1c(Br)c([N+](=O)[O-])nn1CC(=O)Nc1nccs1	2	-11	-1	0	-15	13	0	3	-7
CO/N=C/NC(=O)c1c(OC)ccnc1Oc1ccc(F)cc1	-3	-24	1	0	-13[20 µM]	4	-3	1	-15
COc1ccc(C)cc1NC(=O)c1ccc([N+](=O)[O-])cc1[N+](=O)[O-]	-11	-12	3	0	-21	-28	-1	5	3
CC(C)(C)c1cc(C(=O)NNC(=O)Nc2cccc(Cl)c2)n(Cc2ccccc2)n1	-6	-3	7	-2	-27	-3	1	-5	2
Cn1c(Oc2ccc(Cl)c3cccnc23)nc2c1c(=O)n(Cc1ccccc1Cl)c(=O)n2C	4	3	-3	-2	-6	-11	1	9	0
COC(=O)c1sc2nc(SCc3ccccc3C)n(N)c(=O)c2c1C	0	-23	-17	3	-27	-99	-1	2	-9
COCC(C)N=C1NN=C(c2cc(C)n(Cc3ccccc3Cl)c2C)CS1 (centres undefined)	-14	2	-10	2	-15	27	1	-6	-7
COc1ccc(C2NC3=C(CCC3)C3(C#N)C4(N=C(N)C23C#N)OCCO4)cc1 (centres undefined)	-2	-10	2	18	-15	-15	8	7	-42
O=C(c1ccco1)N1CCN(c2ncnc3c(-c4ccccc4)nsc23)CC1	-4	-32	-4	0	-16	3	-10	4	-18
Cc1ccc(S(=O)(=O)N(CC(=O)N2CCC(C)CC2)c2cccc(C)c2)cc1	4	-6	0	-7	-20[20 µM]	19	-16	1	6
CCOc1ccc(NC(=O)c2cc3cc4ccc(C)cc4nc3o2)cc1	-5	-7	-10	-26	-33	-128	-13	2	-7
COc1cccc(CN2CCNC(=O)C2CC(=O)NCCOc2cccnc2)c1 (centres undefined)	-2	6	-1	-4	-17	-4	1	2	16
O=C(NCc1ccccn1)c1ccco1	-7	-17	-3	2	-11	-23	0	7	-5
COc1cccc(CNCCSc2nnnn2C)c1	-6	-7	-9	-8	-27	0	-1	0	-4
O=[N+]([O-])c1ccc(C2=NN(c3ccccc3)C(c3ccco3)C2)cc1 (centres undefined)	-10	-3	-5	-39	5	5	-10	0	28
CCN(CC)S(=O)(=O)c1cccc(NC(=O)C2SC(=Nc3ccc(C)cc3C)C(C(=O)NC(C)COC)=C2N)c1 (centres undefined)	-20	-5	-14	-5	0[20 µM]	-73	2	-5	-8
COc1ccc(/C=C(\NC(=O)c2ccccc2Cl)C(=O)NCCCC(=O)O)cc1	-4	6	-8	-2	-7	52*	2	3	-8
CCc1ccc(CNn2cnnc2SCC(=O)NC(C)(C)C)cc1	12	-9	1	-1	-5[20 µM]	1	-2	0	0
O=C1CCc2cc(S(=O)(=O)N3CCC(C(=O)NCc4ccccc4Cl)CC3)ccc2N1	-11	-20	-8	-4	-30	-5	3	-5	-11
COc1cc(C(=O)N2CCC(NC(=O)C(Cc3ccc(C)cc3)NC(C)=O)CC2)cc(OC)c1OC (centres undefined)	-4	-14	-1	0	-20[20 µM]	-20	-3	2	-4
Cc1ccc(CN2CCN(/N=C/c3cccnc3)CC2)c(C)c1	-5	-5	0	2	-27	9	0	0	-2
O=c1[nH][nH]c(-c2ccccc2O)c1C(C[N+](=O)[O-])c1ccccc1 (centres undefined)	-7	0	13	0	-17	7	4	1	-4
O=C(O)C1C2CCC(C2)C1C(=O)NCc1ccco1 (centres undefined)	-5	-11	5	0	-23	-17	2	7	-6
Cc1cnc(C(=O)OCC(=O)N2c3ccccc3NC(=O)C2(C)C)cn1	-4	-15	3	-26	-26	0	0	6	7
Cc1sc2nc(CN3CCOCC3)nc(Cl)c2c1C	-4	11	-1	3	-13	11	2	2	7
COc1ccc(NC(=S)N2CCCC2)c(OC)c1	0	-6	-4	2	-19	-20	0	1	-13
Cc1ccc(OCC(=O)Nc2ccc(S(=O)(=O)Nc3ccccn3)cc2)cc1C	-10	-16	9	-1	-12	17	-3	-7	2
COc1ccccc1N=C1SCC(=O)N1Cc1ccco1	0	-18	-4	-15	-19	-26	2	5	-3
Cc1nc(C(N)=O)nc2ccccc12	5	-10	-6	3	-29	7	-1	6	-9
COc1ccc(-c2[nH]ncc2CN(C)C(C)c2ccon2)cc1F (centres undefined)	-4	-2	-1	0	-20	-10	-1	3	-2
C=CCSC1=C(C#N)C(c2ccccc2)CC(=O)N1 (centres undefined)	-1	-10	-2	6	-12[20 µM]	6	3	0	-8
CS(=O)(=O)N(CC(=O)NCc1ccncc1)C1CCCCC1	-5	-14	-2	-1	-16	-15	2	5	-5
CCC(C)Sc1nc2c([nH]c3ccccc32)c(=O)n1C (centres undefined)	-7	-16	-17	-6	-22	-13	-2	-5	3
Cc1noc(NS(=O)(=O)c2ccc(N/C=C\C(=O)c3cccc4ccccc34)cc2)c1C	-8	-4	-5	-2	-12	29	-1	3	-31
CCOC(=O)C(C(=O)Nc1ccccn1)C1CCCCC1 (centres undefined)	-3	-117	0	5	-9[20 µM]	2	-1	-2	6
O=C(Nc1nnc(-c2ccccn2)o1)c1ccc(Br)cc1	-7	-11	-20	3	-18	4	5	5	-8
COc1ccc(CCNC(=O)c2cc(C(=O)c3cc(Cl)ccc3O)cn(CCc3ccc(OC)cc3)c2=O)cc1	-10	-21	0	3	-3	-24	-1	-5	-62
CC(=O)Nc1ccc(C(=O)CSc2nccc(=O)[nH]2)cc1	2	-12	-4	-4	-17	3	1	5	5
O=C(NCCc1ccccc1)c1ccc(Br)o1	-16	-9	-3	1	-15	-11	-3	1	-2

Three entries out of the list, sorted by heavy-atom count, largest number first.
SMILES	RBBP9 inh	EBV gp42 block	Tb hexokinase	Runt-SMMHC FRET	Furin inh	Calpain2 inh	Runt-CBFb FRET	p97 ATPase inh	p47phox inh
O=c1[nH][nH]c(-c2ccccc2O)c1C(C[N+](=O)[O-])c1ccccc1 (centres undefined)	-7	0	13	0	-17	7	4	1	-4
O=C(Nc1cccc(C(F)(F)F)c1)c1cc(Br)cc2c1OCC2	-5	-15	-6	-4	-9	0	1	5	-5
CCOC(=O)CSC1=NN2CCS(=O)(=O)N=C2S1	-6	-6	7	0	-16	24	0	3	-3
